High-throughput results as filed in PubChem BioAssay.
M1 ag parental: counter-screen for M1 agonists: effect in parental CHO-K1 cells | Fluo-8 calcium fluorescence; scaled to maximal ATP response, vehicle zero | AID 602248, 2012 | activation, % at 3 µM | 360,000 tested, 0.48% active; in the data active = activation above about 15%;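 also: untransfected CHO-K1 host cells lacking M1 receptor as counterscreen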
M1 PAM parental: nonselective calcium activators in parental CHO-K1 cells, primary screen, counter-screen for M1 PAM project, cell-based, Fluo-8 calcium fluorescence, full deck, 1536-well; ATP EC20; 0% at ATP EC20, 100% at ATP max; activation, % at 3 µM; 360,000 tested, 0.02% active; AID 602247, 2012;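 active = activation above the run cutoff, the mean activation of all test compounds plus 3 SD, cut at about 40% in these data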;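 also: peak over basal fluorescence ratio in a 140 s read after ATP addition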
CHO parental Ca: ATP-evoked calcium signal inhibitors, parental CHO, primary screen, counter-screen for OX1R antagonist project, cell-based, fluorescence, Fluo-8 calcium dye. parental CHO-K1, ATP-induced calcium, Fluo-8 fluorescence. inhibition, % at 5.6 µM. 330,000 tested, 0.63% active. AID 463079, 2010;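 active = inhibition above that plate's mean sample inhibition plus 3 SD, cut at about 26% in these data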;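 also: 0% = ATP-challenged DMSO wells and 100% = DMSO wells without ATP; some compounds past the cut are filed as inactive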
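Assay system – parental CHO cells · Reagent – ATP stimulus · Detection – intracellular calcium via Fluo-8 no-wash fluorescent dye · Evaluation – percent inhibition of ATP-evoked calcium rise, normalized to controls · Controls – ATP wells versus no-ATP DMSO wells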
OXTR agonist: human OXTR agonists, primary screen, fluorescence, CHO-OTR cells, Fluo-8 calcium | 320,000 tested, 0.32% active | AID 2435, 2010 | Oxytocin receptor (Homo sapiens), P30559 | Fluo-8 calcium fluorescence; normalized: DMSO 0%, oxytocin 100% | activation, % at 3 µM;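 active = activation above the mean of all tested compounds plus 3 SD, cutoff set per screening run, cut at about 20% in these data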;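 also: peak over basal fluorescence ratio from a 100 s FLIPR kinetic read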
Target sequence (P30559 whole entry, looked up): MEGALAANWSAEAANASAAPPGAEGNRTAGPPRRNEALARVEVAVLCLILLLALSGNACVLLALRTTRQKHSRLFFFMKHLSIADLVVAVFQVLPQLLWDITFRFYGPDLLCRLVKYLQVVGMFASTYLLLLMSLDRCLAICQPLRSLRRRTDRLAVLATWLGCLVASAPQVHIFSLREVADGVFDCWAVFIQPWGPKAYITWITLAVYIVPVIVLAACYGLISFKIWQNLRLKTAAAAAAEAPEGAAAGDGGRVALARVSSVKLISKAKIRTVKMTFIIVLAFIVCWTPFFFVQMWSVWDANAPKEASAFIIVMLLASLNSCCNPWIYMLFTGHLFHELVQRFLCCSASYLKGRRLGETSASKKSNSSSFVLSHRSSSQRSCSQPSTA
TAAR1 antagonist: human TAAR1 antagonists, primary screen, Fluo-8 calcium fluorescence, CHO RD-HGA16 cells | inhibition, % at 3 µM | 360,000 tested, 1.5% active | antagonist;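 active = inhibition above a per-plate cutoff, the mean inhibition of test compounds on that plate plus 3 SD, cut at about 49% in these data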;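 also: 0% = DMSO plus EC80 beta-PEA response and 100% = DMSO alone without agonist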
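Test system: CHO RD-HGA16 cells bearing hTAAR1 | Reagent: β-PEA, EC80 | Compound dosing: 3 µM, single point | Schedule: Dye loading 75 min at 37 °C, then 30 min room temperature | Signal: Calcium fluorescence with Fluo-8 | Evaluation: Percent inhibition of PEA-evoked calcium signal, max/basal emission ratio | Control set: DMSO-only wells and EC80 β-PEA-stimulated wells | Repeats: Singlicate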
GPR7 antag: GPR7 receptor antagonists, primary screen, cell-based, fluorescence, single concentration. GPR7-expressing cells, fluorescence antagonist assay. inhibition, % at 4.4 µM. 290,000 tested, 1.1% active. AID 1861, 2009; in the data active = inhibition above about 16%, passing the limit was not always enough;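 also: cells stimulated with the agonist NPW; 0% = agonist with vehicle and 100% = vehicle without agonist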
CHO-K1 Ca antag: nonselective inhibitor or artifact in parental CHO-K1 cells; ATP-induced calcium, Fluo-8 fluorescence; inhibition, % at 3 µM; 360,000 tested, 0.6% active; AID 602250;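 active = inhibition above a per-plate cutoff, the plate's mean sample inhibition plus 3 SD, cut at about 24% in these data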;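 also: 0% = DMSO plus EC80 ATP and 100% = DMSO alone without ATP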
V1R ag counter: agonists of human V1a receptor, primary screen, counter-screen for OXTR agonist project, fluorescence, CHO-V1R cells | activation, % at 3 µM | Fluo-8 calcium fluorescence, agonist mode; 0% DMSO, 100% 3 nM vasopressin | Vasopressin V1a receptor (Homo sapiens), P37288 | 320,000 tested, 0.25% active;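 active = activation above the mean activation of all tested compounds plus 3 SD, per screening run, cut at about 20% in these data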;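 also: signal is peak over basal fluorescence ratio across a 100 second FLIPR read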
Target sequence (P37288 whole entry, looked up): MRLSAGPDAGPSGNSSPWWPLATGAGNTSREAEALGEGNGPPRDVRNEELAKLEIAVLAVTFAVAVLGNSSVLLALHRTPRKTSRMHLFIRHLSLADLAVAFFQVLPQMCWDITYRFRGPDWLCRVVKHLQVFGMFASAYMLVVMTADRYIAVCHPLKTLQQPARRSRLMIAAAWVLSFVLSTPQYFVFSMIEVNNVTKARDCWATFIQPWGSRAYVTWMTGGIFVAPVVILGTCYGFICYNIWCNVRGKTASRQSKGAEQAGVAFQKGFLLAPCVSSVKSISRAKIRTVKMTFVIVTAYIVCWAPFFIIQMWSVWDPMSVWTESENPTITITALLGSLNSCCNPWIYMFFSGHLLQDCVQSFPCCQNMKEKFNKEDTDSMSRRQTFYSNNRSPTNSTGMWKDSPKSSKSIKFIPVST
OXTR potentiator: human OXTR potentiators, primary screen, fluorescence, CHO-OTR cells, Fluo-8 calcium; Fluo-8 calcium fluorescence, potentiator mode; 0% = oxytocin EC15, 100% = EC100; 320,000 tested, 0.061% active; activation, % at 3 µM; Oxytocin receptor (Homo sapiens), P30559;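 active = activation above that plate's cutoff, the mean activation of tested compounds plus 3 SD, cut at about 6.6% in these data, passing the limit was not always enough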;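 also: 100% uses oxytocin at 75 nM as the full agonist control; some results filed as inactive read as strong as hits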
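Measured by – Fluo-8 calcium dye fluorescence · Test system – human OTR in CHO cells · Dosing – one concentration, 3.0 µM compound · Controls – EC15 oxytocin alone as 0%, 75 nM oxytocin as 100% · Evaluation – normalized max/min fluorescence ratio, % activation · Timing – 6 min pre-incubation, 100 s read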
* hit, by the source's call; . = no result given.

smiles	OXTR potentiator	OXTR agonist	TAAR1 antagonist	CHO parental Ca	M1 ag parental	CHO-K1 Ca antag	GPR7 antag	M1 PAM parental	V1R ag counter
COc1ccccc1-c1nnc(SCC(=O)NCc2ccco2)n1N	-4	0.0	-16	5	-0.1	-2	-18	-12	-0.6
COc1ccccc1NC(=O)c1ccc2c(c1)CCN2S(C)(=O)=O	-3	0.8	6	-6	0.8	-5	-5	10	1.2
NC(=O)N/N=C/c1coc2ccc(O)cc2c1=O	-3	0.3	2	-3	0.6	-11	21*	17	0.3
O=C(NCCc1ccccc1F)c1ccc2c(c1)OCCO2	-2	0.4	-1	5	0.8	-14	2	20	-0.4
CC(=O)c1cccc(NC(=O)C2CC(=O)N(Cc3ccccc3)C2)c1 (stereo not drawn)	-6	0.3	8	8	0.3	-1	-10	-4	-0.2
COc1cccc(CN(C)C(=O)CSCC(=O)Nc2cccc(C)c2)c1OC	-4	2.2	-18	-25	2.5	-12	.	9	1.3
Cc1ccc(NC(=S)N2CCN(c3ccccn3)CC2)cc1C	-14	1.1	-18	-18	1.8	8	-12	-23	2.7
COCCCN1C(=O)C(CC(=O)NC2CCCC2)CC(C(=O)N2CCOCC2)=C1C (stereo not drawn)	.	.	-7	.	0.5	2	.	13	.
CCN1CCc2c(OCc3ccccc3)cccc2C1=O	-19	-2.4	-11	1	0.9	-15	7	22	-0.5
Cc1ccc(C(=O)Nc2nc3n(n2)C(c2ccccc2)CC(=O)N3)cc1 (stereo not drawn)	3	0.7	-30	1	1.2	-9	0	17	0.4
COc1cccc(N/C(SCc2ccccc2F)=C(/C#N)C(=O)NCc2cccs2)c1	-16	5.9	21	1	2.7	-6	-3	12	3.7
O=C1[C@@H]2C3C=CC(O3)[C@@H]2C(=O)N1c1ccccc1	-15	0.2	.	-3	.	.	.	.	1.5
CCOC(=O)n1c(=O)n(Cc2ccccc2Cl)c2ccccc21	-16	-2.6	-6	-20	-0.8	-6	-10	10	-1.4
O=C(O)c1cccc(CN2C(=O)CSC2=O)c1	-7	0.0	6	2	-0.4	0	1	15	0.0
O=C(COC(=O)/C=C/c1ccc(Cl)cc1)NC1CCS(=O)(=O)C1 (stereo not drawn)	.	.	11	.	1.5	-1	.	3	.
CCCCc1ccc(NC(=O)N[C@@H](C)C(=O)O)cc1	-4	0.3	-17	-18	0.2	-19	-16	10	0.0
N#Cc1ccc(/C=N/NC(=S)Nc2ccc(S(=O)(=O)N3CCOCC3)cc2)cc1	-7	-1.8	-18	2	1.9	-11	-11	5	0.1
COc1cc(CCN2C(=O)N[C@@H](CCc3ccccc3)C(C(C)=O)=C2C)cc(OC)c1OC	-11	0.4	.	-14	.	.	-4	.	-0.5
Cc1cc(C)c2cc3c(N)c(C(=O)N4CCc5ccccc5C4)sc3nc2c1	1	2.4	12	5	-0.2	-16	-7	-7	1.9
O=C1Nc2ccc3c(c2C1=Cc1cc2c(cc1Br)OCO2)OCO3	.	.	-24	.	2.0	-20	.	21	.

Profiles from above. Values in the order: OXTR potentiator	OXTR agonist	TAAR1 antagonist	CHO parental Ca	M1 ag parental	CHO-K1 Ca antag	GPR7 antag	M1 PAM parental	V1R ag counter
Entry for COc1cccc(N/C(SCc2ccccc2F)=C(/C#N)C(=O)NCc2cccs2)c1 = -16	5.9	21	1	2.7	-6	-3	12	3.7
Entry for Cc1ccc(C(=O)Nc2nc3n(n2)C(c2ccccc2)CC(=O)N3)cc1 (stereo not drawn) = 3	0.7	-30	1	1.2	-9	0	17	0.4

(list continues)
smiles	OXTR potentiator	OXTR agonist	TAAR1 antagonist	CHO parental Ca	M1 ag parental	CHO-K1 Ca antag	GPR7 antag	M1 PAM parental	V1R ag counter
O=S(=O)(Nc1nc2c(s1)CCCC2)c1ccc(Br)cc1	-18	0.2	10	-15	3.0	-3	6	11	1.7
CCN1CCN(C(c2cccc(OC)c2)c2sc3nc(C)nn3c2O)CC1 (stereo not drawn)	-5	0.3	-7	-6	1.0	0	-2	14	0.2
CCC1(c2ccccc2)NC(=O)N(CC(=O)NCc2ccc(F)cc2)C1=O (stereo not drawn)	-13	-0.7	0	-9	0.6	5	4	-2	-0.1
CCOC(=O)CSc1nnc(CNc2ccc(F)cc2)o1	-4	0.2	6	8	0.0	-6	-7	7	1.2
c1coc(CNc2nc(N3CCCCC3)nc3ccccc23)c1	-12	2.5	18	-8	3.8	2	16	14	6.0
C=CCn1c(SCC(=O)Nc2ccc3c(c2)OCCO3)nnc1-c1ccccn1	-2	-1.7	9	-9	0.9	-6	0	11	0.1
CCOC(=O)N1CCN(C(=O)CNC(=O)c2ccc(Br)o2)CC1	.	.	-4	.	0.2	7	-16	-8	.
CC(C)Sc1nc2c(c(=O)[nH]c(=O)n2C)n1CC(O)COc1ccccc1 (stereo not drawn)	1	0.1	0	-23	3.4	-1	-21	3	0.1
COc1ccccc1-n1nnnc1SCC(=O)Nc1ccc(C)c(N)c1	-19	0.8	0	4	6.6	-13	5	3	5.3
CC(C)c1nc2c(s1)CCc1onc(-c3cccc([N+](=O)[O-])c3)c1-2	-2	0.5	4	-16	-0.2	-6	.	-13	-0.2
Nc1c(C(=O)O)cnc2c(-c3ccc(Cl)cc3)cnn12	-10	1.3	-11	-13	0.0	-4	-20	6	1.2
COc1ccccc1-c1nc2cc3ccccc3cc2nc1-c1ccccc1	-2	-0.8	-6	-24	0.3	-3	-3	8	-0.2
CC[C@H](C)[C@@H](NC(=O)O[C@@H]1C(=O)c2cc(Br)ccc2O[C@H]1c1cccc(OC)c1)C(=O)OC	-22	-0.3	.	-22	.	.	-10	.	1.4
NC(=O)CN1CCN(Cc2ccc3c(c2)OCO3)CC1	-7	0.2	-5	-2	-0.5	9	-12	-22	0.0
COc1ccc(-n2c(Cn3c(=O)sc4ccccc43)nnc2SCC(N)=O)cc1	-1	1.1	-7	-12	0.3	2	-4	5	1.2
O=C(c1cc(-c2cccs2)on1)N1CCN(C(c2ccccc2)c2ccccc2)CC1	-10	-1.9	-2	-15	0.4	-11	-1	13	-0.1
CCOc1ccccc1NC(=O)NC(=O)N(C)S(=O)(=O)c1ccc(C)cc1	-3	1.8	12	-10	1.7	-5	0	26	-0.5
O=C(Nc1nncs1)C1CC(=O)N(CCc2ccc(F)cc2)C1 (stereo not drawn)	-7	0.6	7	-8	8.0	10	-11	4	0.9
CNc1oc(-c2ccco2)nc1C#N	1	-0.5	-15	-6	1.3	1	-7	17	0.4
CC(=O)N1CCOc2ccc(S(=O)(=O)N3CCC(C(=O)Nc4cc(C)ccc4C)CC3)cc21	0	-1.8	-6	-5	1.6	-14	-4	8	-0.5
N#Cc1c(C(F)(F)F)cc(-c2ccccc2)nc1SCc1nc(N)nc(N2CCOCC2)n1	-7	5.0	37	12	4.9	15	-7	2	5.8
O=C(Nc1cccc2ccccc12)N1CC=CCC1	-4	-0.1	-7	-6	0.1	1	-2	-6	0.3
Cc1nc(CS(=O)(=O)c2ccc(Cl)cc2)cc(Sc2ccc(Cl)cc2)n1	-15	1.8	4	-27	3.0	-9	5	23	6.0
O=C(O)c1ncsc1-c1ccccc1	-3	0.6	-37	-2	0.4	-11	-6	10	-0.3
CC1(c2nnc(-c3ccncc3)o2)CC(c2cccc(Cl)c2)=NO1 (stereo not drawn)	-5	0.1	-11	-15	2.2	-14	.	17	1.4
CCCCN1C(=O)C(NC(C)=O)c2cc(Br)ccc21 (stereo not drawn)	-4	-1.3	-17	-25	0.3	-12	53*	15	-0.4
CCC(=O)Nc1ccc(C(=O)CSc2nc(N)cc(N)n2)cc1	-5	1.1	-12	-8	0.3	-5	-10	4	0.1
Cc1ccc(C)c(C(=O)COC(=O)c2cc(S(=O)(=O)N3CCOCC3)ccc2F)c1	.	.	-3	.	1.8	-6	.	11	.
Cc1ccc(OCC(=O)Oc2c(C)cccc2C)cc1	-5	-1.7	18	-5	-0.2	4	-20	18	-1.1
COc1ccc(C2=NCC(CSc3nnnn3C)S2)cc1 (stereo not drawn)	-18	-0.4	6	-21	0.5	-5	6	25	0.1
O=C(O)CNC(=O)c1ccc(NC(=O)/C(=C/c2ccccc2)NC(=O)c2ccco2)cc1	-2	0.4	-13	-2	0.7	3	-3	-24	2.0
COc1ccc(CNC(=O)c2ccc(CS(=O)c3ccccc3)o2)cc1 (stereo not drawn)	-3	1.6	-1	-15	1.2	-14	14	10	1.6
CCOc1cc(C(N)=O)cc(OCC)c1OCC	-4	-0.3	3	12	0.2	-9	-14	10	0.1
CC(=O)Nc1ccc(NC(=O)[C@@H](NC(=O)c2cccc(C)c2)C(C)C)cc1	0	0.1	-23	-11	-0.9	9	-19	-14	-0.8
O=C1C=C(c2ccc(Cl)nc2)C[C@@H](c2ccc3c(c2)OCO3)C1	-4	-1.7	5	-16	1.0	-20	.	24	-0.7
